# VP16 counter: counter-screen for ROR gamma inhibitors: Gal4-VP16 reporter; Drosophila S2 Gal4-VP16 UAS-luciferase, luminescence, 20 h; Potency, µM (doses to about 53.6 µM), for the others: at the highest dose activity, negative = inhibition, hits mostly inhibitors; 310,000 compounds, 3.5% hits;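 also: Gal4-VP16 expression switched on by copper sulfate through the metallothionein promoter; potency is read from the fitted curve at half-maximal effect; % is scaled to controls: 0 for no effect and ±100 for the full control effect; nearly all actives have a fitted effect of over 50% in size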
# Rab9 prom act: Rab9 promoter activation | Huh7 Rab9 promoter-luciferase reporter, luminescence, 24 h | Potency, µM (series often up to 9.22 µM), for the others: at the highest dose activation, negative = inhibition, most hits filed as activators | 320,000 compounds, 2.8% hits | AID 485297; also: potency is read from the fitted curve at half-maximal effect; % of control where 0% means no effect; nearly all actives have a fitted effect of over 60% in size
#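 Huh7 cells stably carrying a Rab9 promoter-luciferase reporter, 1500 cells per well in OP-MEM I with 10% FBS, treated with compound 24 hours at 37C. Luciferase activity read by luminescence after 10 minutes with Amplite reagent.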
# Menin MLL FP TR: displaces Texas Red mutant MLL peptide from human menin; Menin + Texas Red MLL mutant peptide, fluorescence polarization; Potency, µM (titrated, usually from 61.6 µM), for the others: at the highest dose FP activity change, negative = inhibition, hits mostly inhibitors; 270,000 compounds, 0.23% hits; O00255; AID 1768; active = well fitted inhibition curve with a large enough effect in the polarisation, with a control signal flat, not every such curve was filed as active; inconclusive = small, poorly fitted or top-dose-only effect, or effect the other way, or a change in a side signal; inactive = no such curve, though single readings can be large or run the other way; the % refers to the polarisation; also: potency is read from the fitted curve at half-maximal effect; % of control where 0% means no effect; many of its hits are not listed in these tables
# MBNL1 CUG block: blocks human MBNL1 binding to CUG repeat RNA; 280,000 compounds, 0.036% hits; Potency, µM (top dose mostly 57.5 µM), for inactives: top-dose activity change, negative = inhibition, hits mostly inhibitors; TR-FRET MBNL1-His/biotin-(CUG)12 binding, 665/545 ratio; Q9NR56; active = well fitted inhibition curve with a large enough effect in the signal ratio, with a control signal flat, not every such curve was filed as active; inconclusive = small, poorly fitted or top-dose-only effect, or effect the other way, or a change in a side signal; inactive = no such curve, though single readings can be large or run the other way; the % refers to the signal ratio; also: potency is read from the fitted curve at half-maximal effect; % is scaled to controls: 0 for no effect and ±100 for the full control effect
# Target sequence (Q9NR56 whole entry, looked up): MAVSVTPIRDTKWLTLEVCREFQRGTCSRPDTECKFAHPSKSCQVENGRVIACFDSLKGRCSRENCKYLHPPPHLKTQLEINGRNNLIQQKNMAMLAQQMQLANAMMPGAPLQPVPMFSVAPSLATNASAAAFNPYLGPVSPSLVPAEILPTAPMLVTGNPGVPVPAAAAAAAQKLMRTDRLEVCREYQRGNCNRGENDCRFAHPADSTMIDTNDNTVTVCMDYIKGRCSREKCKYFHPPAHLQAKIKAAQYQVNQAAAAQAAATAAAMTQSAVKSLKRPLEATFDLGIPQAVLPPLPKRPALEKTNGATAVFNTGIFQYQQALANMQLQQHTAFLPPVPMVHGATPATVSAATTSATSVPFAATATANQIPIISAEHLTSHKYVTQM
#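 Ratiometric TR-FRET (665 over 545 nm, excitation 340 nm) tracks disruption of MBNL1-His/biotin-(CUG)12 complex after 60 min at room temperature, with compounds at 92 nM to 58 uM final.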
# RORg inh: ROR gamma (mouse) transcription inhibition. P51450. Drosophila S2 Gal4-RORgamma UAS-luciferase reporter, 20 h. Potency, µM (doses to about 53.6 µM), for the others: at the highest dose activity change, negative = inhibition, most hits filed as inhibitors. 310,000 compounds, 5.4% hits; also: potency is read from the fitted curve at half-maximal effect; % is scaled to controls: 0 for no effect and ±100 for the full control effect; nearly all actives have a fitted effect of over 60% in size
# Target sequence (P51450 whole entry, looked up, the tested form may be a part): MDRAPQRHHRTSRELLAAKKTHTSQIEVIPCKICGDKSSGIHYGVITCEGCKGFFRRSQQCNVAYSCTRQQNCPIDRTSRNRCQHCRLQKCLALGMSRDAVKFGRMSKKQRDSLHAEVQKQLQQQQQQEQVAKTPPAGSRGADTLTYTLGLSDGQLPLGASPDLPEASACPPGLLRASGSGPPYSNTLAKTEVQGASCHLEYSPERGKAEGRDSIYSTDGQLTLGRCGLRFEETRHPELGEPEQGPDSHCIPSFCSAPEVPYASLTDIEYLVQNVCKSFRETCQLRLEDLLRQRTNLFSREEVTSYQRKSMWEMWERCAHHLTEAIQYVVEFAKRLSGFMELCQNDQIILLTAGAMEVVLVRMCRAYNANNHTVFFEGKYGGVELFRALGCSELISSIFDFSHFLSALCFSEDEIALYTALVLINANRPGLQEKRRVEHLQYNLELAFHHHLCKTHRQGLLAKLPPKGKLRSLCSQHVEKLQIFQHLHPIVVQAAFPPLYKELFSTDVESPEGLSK
#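 Luminescence from a UAS-regulated Photinus luciferase reporter in stably transfected Drosophila Schneider cells is measured; decreased signal marks ROR gamma inhibition. Fusion expression is induced by 700 uM copper sulfate for 20 hr.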
# ELG1 repair inh: inhibitors of ELG1-dependent DNA repair in HEK293T cells; HEK293T ELG1-luciferase reporter, luminescence, 16 h; DNA damage induced by 5-fluorouridine; Potency, µM (titrated, usually from 46.1 µM), without a hit: at the highest dose activity change, negative = inhibition, hits mostly inhibitors; 330,000 compounds, 2.3% hits; AID 504467; also: potency is read from the fitted curve at half-maximal effect; % is scaled to controls: 0 for no effect and ±100 for the full control effect; nearly all actives have a fitted effect of over 55% in size
#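 Luminescence from the luciferase reporter, measured 30 min after ONE-Glo reagent at room temperature, was the read-out. Beforehand, 2,000 cells per well were exposed for 16 hr at 37 °C to 5-fluorouridine together with compound or vehicle.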
# Mito fusion act: mitochondrial division inhibition or fusion activation. S. cerevisiae fusion-defective mutant growth rescue, CellTiterGlo 48 h. AID 485298. 320,000 compounds, 0.23% hits. Potency, µM (top dose mostly 46.1 µM), for the others: top-dose growth rescue (activation), most hits filed as activators;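 also: potency is read from the fitted curve at half-maximal effect; % of control where 0% means no effect; nearly all actives have a fitted effect of over 45% in size; temperature-sensitive fusion mutants such as fzo1-1 at 37 °C on non-fermentable ethanol glycerol medium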
#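 S. cerevisiae fusion-defective temperature-sensitive mutants (e.g. fzo1-1, mgm1-5) grown 48 h at 37C in YPEG (ethanol/glycerol non-fermentable) medium with 23 nl compound per well; growth rescue read as CellTiterGlo luminescence.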
# PKM2 activator: PKM2 (human) enzyme activation; P14618; purified PKM2, Kinase-Glo ATP luminescence, activation; response scale: 0% is enzyme alone, no compound; Potency, µM (doses to about 57.5 µM), inactives show top-dose activation, actives largely listed as activators; 260,000 compounds, 0.34% hits; AID 1631; also: potency is read from the fitted curve at half-maximal effect; % is scaled to controls: 0 for no effect and ±100 for the full control effect; nearly all actives have a fitted effect of over 55% in size
#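 Purified hPK-M2 (>95%) run at intermediate activity with 0.1 mM ADP and 0.5 mM PEP in 50 mM imidazole pH 7.2, KCl, MgCl2; 1 h room temperature. ATP formed read by Kinase-Glo luminescence; normalized to uninhibited and no-enzyme controls.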
# NPC1 promoter act: activators of NPC1 promoter. Potency, µM (series often up to 9.22 µM), inactives show at the highest dose activation, actives largely listed as activators. AID 485313. Huh7 NPC1 promoter luciferase reporter, 24 h. 320,000 compounds, 2.4% hits;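 also: potency is read from the fitted curve at half-maximal effect; % of control where 0% means no effect; nearly all actives have a fitted effect of over 60% in size; reporter is driven by a mutant NPC1 promoter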
#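 In 1536-well qHTS, Huh7 cells harboring an NPC1 promoter–luciferase construct received compound for 24 h; activation was quantified by luminescence following luciferase reagent addition.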
# FLuc counter: inhibits or activates purified firefly luciferase, miR-21 counter-screen | P08659 | purified FLuc, Km substrates, luminescence inhibition | Potency, µM (titrated, usually from 57.5 µM), without a hit: top-dose activity change, negative = inhibition, usual class: inhibitors | 360,000 compounds, 6.9% hits;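 also: potency is read from the fitted curve at half-maximal effect; plate controls were vehicle for no effect and reference inhibitor for full effect; nearly all actives have a fitted effect of over 55% in size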
#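 Purified P. pyralis luciferase, 10 nM final, with Km-level 10 uM D-luciferin and 10 uM ATP in 50 mM Tris acetate pH 7.5, 10 mM Mg acetate, 0.01% Tween-20, 0.05% BSA; 6-point qHTS titration about 60 µM downward; luminescence read.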
# KCNH2 3.1 inh: KCNH2 3.1 (human) potassium channel inhibition; U2OS KCNH2 3.1, thallium flux FluxOr; stronger effect = lower value; 340,000 compounds, 0.95% hits; activity change, % (tested at about 1.8 µM);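 active = maximum activity change below -70%; inconclusive = maximum activity change from -70% to -50%; inactive = maximum activity change above -50%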;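 also: thallium influx rate constant from kinetic fluorescence after stimulation buffer; % is scaled to controls: 0 for no effect and ±100 for the full control effect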
#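 Normalized rate constant (relative to positive and negative DMSO controls) derived from a 2 min kinetic fluorescence read after stimulation; U2OS cells expressing the 3.1 isoform via virus at 1.77 x 10^8 /mL.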
# An asterisk follows results filed as active; ? = inconclusive; / = no result given; [ ] = remark or other dose. Unless noted, calls follow the shape of the dose curve; as a rule, active = well fitted curve in the direction sought with a large enough effect; inconclusive = small, poorly fitted or top-dose-only effect, or another doubt; inactive = no such curve, though single readings can be large; an effect the other way counts as inactive or inconclusive. Only part of the results is shown; count on the stated rates, not on these rows.
Structure | VP16 counter | Rab9 prom act | Menin MLL FP TR | MBNL1 CUG block | RORg inh | ELG1 repair inh | Mito fusion act | PKM2 activator | NPC1 promoter act | FLuc counter | KCNH2 3.1 inh
CCCCCCCCNC(=O)/C(C#N)=C/c1ccccc1[N+](=O)[O-] | 7.94µM* | 3.2% | -16.7% | 2.2% | 3.16µM* | 18.8% | -26.0% | -7.0% | 1.2% | -11.4% | 5.6
CC1CCCCN1C(=S)NCc1ccco1 (stereo unspecified) | 1.9% | -1.9% | 3.3% | 1.0% | -20.9% | -1.5% | -4.6% | -5.0% | -6.9% | -0.5% | -2.3
CCOC(=O)c1[nH]c(C)c(C(=O)O)c1C | 3.8% | -4.3% | 3.2% | 0.8% | -0.5% | -7.3% | -0.1% | -0.5% | -0.2% | 0.3% | /
CC(=O)NC12CC3CC(C1)CC(C(=O)N1CCN(S(=O)(=O)c4ccc(Cl)s4)CC1)(C3)C2 | -10.0% | -3.7% | / | -3.1% | 7.5% | -7.5% | 1.9% | -0.9% | -1.9% | 4.8% | /
CCc1cc(=O)oc2cc(C)cc(OC(C)C(=O)NC(Cc3c[nH]c4ccc(O)cc34)C(=O)O)c12 (stereo unspecified) | -4.4% | -8.5% | 1.7% | -1.8% | -10.6% | -5.3% | -2.4% | 3.4% | 0.9% | 6.1% | 2.0
CCOC(=O)Cc1csc(SCC(=O)N(CC(C)C)c2c(N)n(Cc3ccccc3)c(=O)[nH]c2=O)n1 | / | -1.3% | / | / | / | 12.2% | -4.9% | / | -1.7% | -1.4% | 4.8
Cc1nc2ccccc2c(=O)n1NC(=O)c1ccccc1 | 4.4% | 1.4% | -22.9% | -12.7% | -41.0% | 0.5% | 2.3% | 2.6%[11.5 µM] | -5.1% | -1.4% | 4.1
Cc1ccc(C)c(OCC(=O)NCCNC(=O)COc2cc(C)ccc2C)c1 | -5.7% | -2.9% | -1.6% | 18.8% | 29.6% | -21.1% | -2.6% | 9.4% | -2.7% | ? | -0.1
CC(=O)c1cccc(NC(=S)NC(=O)c2ccccc2)c1 | ? | 2.24µM* | 5.5% | ? | 8.91µM* | ? | 8.1% | 0.2% | ? | 7.57µM* | 21.0
NC(=O)CSc1oc(-c2ccc(F)cc2)nc1S(=O)(=O)c1ccccc1 | / | -4.6% | 16.3% | 9.3% | 6.0%[0.365 µM] | 1.4% | -1.4% | -2.5% | -3.3% | -1.2% | -3.3
O=C1OCc2cccc([N+](=O)[O-])c21 | 3.6% | -0.5% | -2.2% | ? | 32.8% | 5.8% | ? | -4.0% | -1.8% | 2.2% | 10.5
COC(=O)c1sccc1S(=O)(=O)Nc1ccc(C)cc1 | -6.1% | -16.5% | / | 6.6% | 1.4% | -7.3% | 0.9% | -2.0% | -0.5% | -1.3% | 19.3
CSc1nsc(/C=C/Nc2cccc(Cl)c2)c1C#N | 11.2% | / | ? | 45.8%[activator] | 4.4% | / | 2.7% | 6.4% | / | -8.4% | 8.5
OCCOCCNc1ncnc2sc(-c3ccccc3)cc12 | ? | 8.2% | -0.5% | ? | 4.7% | ? | -7.5% | 9.4% | 25.7% | ? | 1.4
COc1ccc(N2C(=O)C3C(c4ccc(C(=O)O)cc4)NC(Cc4ccccc4)(C(=O)O)C3C2=O)c([N+](=O)[O-])c1 (stereo unspecified) | -24.5% | 0.8% | ? | 12.1% | 1.8% | 4.0% | -4.3% | -4.3% | -0.4% | -7.7% | -5.4
CCOC(=O)N1CCN(S(=O)(=O)c2cc(C)c(C)cc2C)CC1 | -11.6% | 2.9% | 0.6% | 5.8% | -7.5% | -20.8% | 0.0% | -2.9% | -5.0% | -0.6% | /
Cc1nc(SCc2ccc(C#N)cc2)n[nH]1 | 6.7% | 9.4% | 0.3% | -24.6% | 19.0%[1.91 µM] | ? | 8.3% | 5.8% | 11.1% | -18.6% | 7.4
COc1ccc(C(C(=O)NCC2CCCO2)N(Cc2ccccc2)C(=O)c2snc(C(N)=O)c2N)cc1OC (stereo unspecified) | -15.7% | -1.6% | / | 25.3% | 1.8% | -17.0% | -4.5% | / | 2.8% | 1.2% | 8.1
Cn1nccc1C(=O)NC1CC(C)(C)Cc2c1cnn2-c1ccc(F)cc1 (stereo unspecified) | 3.8% | -6.8% | -8.8% | 0.3% | 44.0% | -6.6% | 1.0% | -3.1% | -5.8% | 3.6% | -11.2
O=C(Nc1ccon1)c1cccc(S(=O)(=O)N2CCCC2)c1 | -1.7% | 1.2% | 15.6% | -1.4% | 11.1% | -14.8% | 0.6% | -0.7% | 0.6% | 4.3% | 6.0
O=C1/C(=C/c2cccs2)SC(=S)N1NS(=O)(=O)c1ccccc1 | -14.4% | -4.7% | / | 11.3% | 4.7% | 12.1% | 10.7% | -0.3% | -1.8% | ? | 20.0
O=C(CS(=O)(=O)c1cn(Cc2ccc(Cl)cc2)c2ccccc12)N1CCOCC1 | -2.4% | -3.0% | 1.1% | -2.6% | 7.5% | -4.7% | 1.3% | 2.7% | 3.3% | 1.3% | -5.4
COCCn1c(SCC(=O)Nc2ccccc2)nc2c1c(=O)[nH]c(=O)n2C | 12.7% | 0.6% | -22.6% | -5.0% | -12.3% | 6.8% | -5.3% | 6.31µM* | 0.4% | 3.3% | 6.1
CC(=O)Nc1ccc(C(=O)Cn2c3[n+](c4c(F)c(F)ccc42)CCCCC3)cc1 | 6.3% | -1.0% | -23.3% | -4.8% | -2.2% | 4.4% | 10.4% | -2.4% | -2.5% | -2.3% | -17.1
CC(=O)c1c(C)[nH]c(C(=O)COC(=O)c2ccc(Cl)nc2)c1C | / | -5.5% | / | / | / | 29.1% | -2.3% | / | -2.7% | 0.3% | -6.7
O=C(O)CC(NC(=O)c1ccccc1NC(=O)c1ccccc1)C(=O)O (stereo unspecified) | / | 0.2% | -9.4% | 0.8% | 0.0%[0.365 µM] | 4.2% | -2.7% | 0.8% | -0.5% | -1.9% | -3.3
O=C(c1cccs1)N1CCCC(c2ccccc2)C1 (stereo unspecified) | 17.9% | 11.8% | 2.2% | -1.7% | -8.6% | 28.8% | 6.9% | -3.3% | -3.0% | -2.0% | 2.7
CC(=O)Nc1cc(C(=O)N(C)Cc2ccco2)ccc1Sc1ccc(C)cc1 | 9.7% | 0.1% | -13.6% | 0.5% | ? | -0.1% | -2.3% | 1.2% | 1.4% | 5.9% | 12.1
C=CCSc1nnc(-c2cc3c(C(F)(F)F)nn(C)c3s2)n1C | 0.8% | 3.7% | / | -5.5% | -5.0% | 3.5% | -0.8% | 0.1% | 0.4% | 7.0% | 9.2
CCC(C(=O)Nc1nccs1)(C(F)(F)F)C(F)(F)F | 7.94µM* | 2.2% | 31.5%[activator] | -4.6% | 7.08µM* | -6.0% | -0.9% | ? | -1.4% | -1.3% | 21.7
Cc1ccc(P(=O)(CO)c2ccc(C)cc2)cc1 | 1.2% | -0.4% | 5.4% | -1.4% | ? | 17.9% | -1.5% | -13.0% | 1.8% | 1.4% | 7.6
CC(=O)Nc1ccc(S(=O)(=O)NC2CC(=O)N(c3cccc(F)c3)C2)cc1 (stereo unspecified) | / | -2.2% | / | / | / | 6.4% | -6.5% | / | -2.0% | 3.1% | -4.2
O=C(COc1ncnc2ccccc12)NCC1CCCO1 (stereo unspecified) | -1.1% | -4.4% | -22.5% | 2.2% | 1.3% | -5.9% | -5.5% | -0.1% | -0.8% | -3.0% | -2.4
O=C1CSC(=S)N1N1C(=O)c2cccc([N+](=O)[O-])c2C1=O | -1.4%[10 µM] | -14.4% | 2.3% | 5.5% | -7.1% | ? | ? | -9.1% | -7.0% | ? | /
COC(=O)c1cc(OC)nc2c1c(=O)n(C)c(=O)n2C | -16.7% | -1.7% | -14.5% | -12.0% | -1.3% | 2.3% | 2.2% | 8.9% | -0.6% | -3.9% | -0.6
COc1cc(C(=O)N2CCCc3ccccc32)c([N+](=O)[O-])cc1OC | -1.4% | 2.7% | -22.0% | ? | 5.8% | -2.1% | 3.4% | -3.0% | -7.7% | -1.4% | 2.1

# Screening results deposited in PubChem BioAssay by National Center for Advancing Translational Sciences (NCATS).
